WT yeast gro inh: growth inhibition of WT yeast, mitochondrial fusion screen. inhibition, % at 10 µM. 190,000 tested, 2.1% active. mitochondrial fusion phenotypic screen, WT strain; in the data active = inhibition above about 58%; tested in S. cerevisiae
SV40 large T antigen: TAg ATPase/helicase activity blockers – biochemical (AID 1903); SV40 large T antigen ATPase/helicase inhibition assay; higher % means a stronger effect; one-dose inhibition, % at 20 µM; IC50 in µM for titrated hits; 310,000 tested, 0.39% active; in the data active = a potency from the dose series; inconclusive = inhibition mostly from about 32% at the one dose, without a potency; inactive = the rest, 99 in 100 with inhibition below about 32%; note: strong numbers were not always called active
MgcRacGAP inhibition: MgcRacGAP GTPase-activating activity inhibitors, confirmation, biochemical, ADP Hunter fluorescence; inhibition, % at 30 µM; hits with a dose series show IC50 in µM; AID 624330; 340,000 tested, 0.6% active; MgcRacGAP-stimulated Rac1 GTP hydrolysis, ADP Hunter fluorescence; higher % means a stronger effect; GST-tagged Rac1 F28L mutant substrate;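 active = first-screen hits whose inhibition reached a set limit at any dose in the follow-up dose series; inconclusive = inhibition above the set first-screen limit but never retested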;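 note: fluorescence reports GDP produced by GAP-driven GTP hydrolysis; strong numbers were not always called active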
PhoP inhibition: inhibitors of PhoP regulon expression, primary screen, Salmonella Typhimurium, GFP reporter (AID 1863). S. Typhimurium PhoP-regulated promoter GFP reporter, 4 h; higher % means a stronger effect. inhibition, % at 50 µM; hits with a dose series show IC50 in µM. 300,000 tested, 0.16% active;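 active = inhibition over 29.93%, a cutoff 3 SD above the screen mean, later confirmed by dose response; inconclusive = inhibition over 29.93% but no dose response follow-up; inactive = inhibition at most 29.93% or unconfirmed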;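 note: 0% = low Mg2+ inducing control and 100% = high Mg2+ repressing control; strong numbers were not always called active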
Myeloid diff MLP: promotes myeloid progenitor differentiation. ER-HoxA9 myeloid progenitors, lysozyme-GFP differentiation, flow cytometry. calls only at 10 µM. 360,000 tested, 1% active;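 active = normalized GFP-positive differentiation at or above the plate's own cutoff, the solvent-only control mean plus 3 SD; inconclusive = no clear call, values can overlap the other calls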;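 note: cells exposed to compound for four days before flow analysis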
West Nile virus CPE: West Nile virus antiviral activity, cell-based, CPE readout (AID 1621); one-dose CPE inhibition, % at 10 µM; IC50 in µM for titrated hits; 290,000 tested, 0.02% active; West Nile virus-infected cells, CPE inhibition; higher % means a stronger effect; in the data active = a potency from the dose series; inconclusive = CPE inhibition mostly from about 3.7% at the one dose, without a potency; inactive = the rest, 99 in 100 with CPE inhibition below about 2.2%; note: strong numbers were not always called active
bCat nuc transl: modulators of beta-catenin nuclear translocation. HeLa beta-catenin nuclear translocation, immunofluorescence imaging. 190,000 tested, 0.3% active. AID 1665. nuclear translocation activity, % at 5 µM;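 active = nuclear translocation activity above 50% at 5 µM, with a well cell count of 50 or more; inconclusive = wells under 50 cells across six images, flagged as toxic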;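 note: per-cell ratio of nuclear to cytoplasmic median beta-catenin stain intensity; plate controls were DMSO negative control for no effect and GSK-3 inhibitor IX positive control for full effect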
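Test system: human HeLa cells, endogenous beta-catenin. Times: 24 h compound exposure, 37°C. Measured by: beta-catenin immunofluorescence imaging with DAPI.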
RSV CPE inhibition: inhibition of RSV-induced cytopathic effect – HEp-2 cells, primary 10 µM value included (AID 2391). HEp-2 cells, RSV-induced CPE inhibition; higher % means a stronger effect. one-dose CPE inhibition, % at 10 µM; IC50 in µM for titrated hits. 310,000 tested, 0.13% active; in the data active = a potency from the dose series; inconclusive = CPE inhibition mostly from about 23% at the one dose, without a potency; inactive = the rest, 99 in 100 with CPE inhibition below about 21%; note: strong numbers were not always called active
T cell modulator: T cell immune modulators affecting CD8 T cell-vesicle binding | 2C CD8+ T cell-vesicle binding, flow cytometry; stronger effect = lower value | calls only at 7 µM | 330,000 tested, 0.068% active;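 active = response, share of CD8 T cells binding vesicles, and their 90th percentile fluorescence all below set limits, cut at about 80% in these data, passing the limit was not always enough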
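Material: murine 2C transgenic CD8+ T lymphocytes / Also added: QL9-peptide-loaded Drosophila micro-vesicles bearing Ld, ICAM-1 and B7-1 / Schedule: binding step 1.5 h, 37 °C, antibody labelling 20 min, ice / Signal: flow cytometry, PE anti-B7-1 (FL2) versus Alexa647 anti-CD8 (FL8), PFA-fixed / Evaluation: percent CD8+ FL2 mean versus row control / Benchmarks: naked versus QL9-loaded vesicles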
WT yeast gro inh mutant strain: second read-out of WT yeast gro inh, no call of its own (marks repeat the call); inhibition, %; mitochondrial fusion phenotypic screen, mutant strain inhibition
bCat nuc transl cell count 5 µM: recorded beside bCat nuc transl, whose call it bears; cell count; measured here: cell count, cytotoxicity flag
T cell modulator vesicle-bound %: second read-out of T cell modulator, no call of its own (marks repeat the call); double positive events, %; measured here: CD8+ vesicle-bound cell fraction;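 binding gate set so that unloaded-vesicle control wells show 10% double positive cells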
Myeloid diff MLP GFP+ MAC1+ %: also measured in Myeloid diff MLP; calls as there; GFP+ MAC1+ double positive, %; measured here: differentiation confirmed by MAC1 staining
The depositor's hits bear a star; i = inactive; ? = inconclusive; / = no result given.

SMILES | WT yeast gro inh | WT yeast gro inh mutant strain | SV40 large T antigen | MgcRacGAP inhibition | PhoP inhibition | Myeloid diff MLP | Myeloid diff MLP GFP+ MAC1+ % | West Nile virus CPE | bCat nuc transl | bCat nuc transl cell count 5 µM | RSV CPE inhibition | T cell modulator | T cell modulator vesicle-bound %
Cc1csc(NC(=O)CSCC(=O)O)c1-c1nc2ccccc2s1 | / | / | 12.9% | 12.8% | -10.0% | i | 0.1 | 0.0% | -1.8 | 1253 | 12.0% | i | 58.4
CC1(C(=O)Nc2cccc(C(F)(F)F)c2)CO1 (stereo unspecified) | 7.9 | -0.4 | -4.8% | / | 3.1% | / | / | -0.3% | 1.3 | 1037 | -0.5% | i | 56.0
CCOC(=O)C1=CC[C@H]2c3c(c4ccccc4n3C)C(=O)C1N2S(=O)(=O)c1ccc(C)cc1 | / | / | / | 4.8% | / | i | 0.3 | / | / | / | 5.9% | i | 21.8
Cc1c(C(=O)N2CCOCC2)sc(NC(=O)CCl)c1C#N | / | / | 7.5% | 1.9% | -3.9% | i | 0.5 | 0.1% | / | / | 0.0% | i | 12.6
CS(=O)(=O)N1CCC(C(=O)Nc2ccccc2Cl)CC1 | / | / | 13.6% | -25.7% | -1.7% | i | 1.4 | -0.1% | / | / | 0.8% | i | 61.5
Nc1nnc(SCC(=O)NC2CCCc3ccccc32)s1 (stereo unspecified) | / | / | 18.8% | 6.1% | -11.9% | i | 1.2 | -0.1% | -0.3 | 1137 | 0.5% | i | 40.2
CCOC(=O)c1cnc(SCc2ccccc2)nc1N | 7.0 | 2.0 | 2.3% | 0.7% | -3.3% | i | 19.8 | -0.4% | / | / | 1.2% | i | 45.6
Cc1cc(C)n(CC(O)COCc2ccco2)n1 (stereo unspecified) | 0.4 | 5.9 | 20.6% | -10.2% | -8.5% | i | 2.6 | -0.2% | 0.8 | 828 | 2.4% | i | 41.0
COc1cc(S(=O)(=O)Nc2ccccc2)ccc1N=Cc1c(C)[nH]n(-c2ccc(C)cc2)c1=O | 18.0 | 20.5 | 5.2% | / | -7.6% | / | / | -1.2% | -0.4 | 1046 | 0.3% | i | 22.1
Cc1cccc(C(=O)NCC(=O)N2CCN(S(=O)(=O)c3cc(C)ccc3C)CC2)c1 | / | / | 16.9% | -5.0% | 4.5% | i | 0.9 | / | / | / | 2.5% | i | 15.7
CC(C)C1=CC(=Nc2ccc(S(N)(=O)=O)cc2)C=C(C(C)C)C1=O | / | / | 9.6% | 16.6% | 0.6% | i | 0.4 | -0.6% | / | / | ? | i | 52.5
Cc1ccc(/C=C(\NC(=O)c2ccccc2)C(=O)N2CCCC2C(=O)O)cc1 (stereo unspecified) | 1.4 | 7.0 | 9.5% | -4.0% | -5.6% | i | 0.4 | 0.5% | -4.2 | 1064 | -2.4% | i | 3.9
Cc1ccccc1NC(=O)Cn1c(C)nc2ccc(N)cc2c1=O | 3.9 | 17.9 | 5.2% | 12.6% | -3.3% | i | 0.5 | 0.1% | / | / | 1.1% | i | 43.8
CCc1ccc(NC(=O)CSc2nc(CSc3ccc(C)cc3)cc(=O)[nH]2)cc1 | / | / | 7.9% | 4.4% | -5.3% | i | 0.3 | 0.3% | 1.1 | 1299 | 15.1% | i | 25.7
COc1ccc(S(=O)(=O)N2CCN(c3cccc(C)c3C)CC2)cc1 | 48.0 | 17.2 | 16.2% | 10.3% | 7.3% | i | 5.4 | -0.5% | / | / | 1.0% | i | 66.3
COc1ccc(C2N(c3ccc(Cl)cc3)N=C(C(C)=O)N(C)N2C(C)=O)cc1 (stereo unspecified) | 66.9* | 1.3* | 7.3% | 9.2% | -2.6% | i | 0.6 | -0.7% | -0.3 | 1152 | 7.6% | i | 5.5
Cc1cccc(NC(=O)C2CCN(S(=O)(=O)c3ccc4c(c3)C(C)(C)C(=O)N4C)CC2)c1C | / | / | / | 2.3% | / | i | 2.6 | -0.8% | / | / | 3.2% | i | 19.6
COc1nc(C)cc(C)c1S(=O)(=O)c1ccc(Cl)cc1 | / | / | 3.5% | 7.3% | -3.4% | i | 0.5 | 1.0% | / | / | 3.1% | i | 49.3
CCCSc1nc2c(c(=O)n1-c1ccc(OCC)cc1)SCC2 | -8.2 | -19.3 | 2.1% | 4.5% | -2.7% | i | 1.7 | -0.5% | / | / | 0.6% | i | 45.5
O=C(Nc1ccccc1)c1ccc(-c2ccccc2)s1 | 8.8 | 5.8 | 5.2% | 1.7% | 0.0% | i | 0.3 | 0.1% | -1.4 | 1088 | 2.6% | i | 16.4
CC(C)n1ncc2c(C(=O)Nc3ccc(S(N)(=O)=O)cc3)cc(C3CC3)nc21 | / | / | / | 4.8% | / | i | 1.0 | / | / | / | -0.7% | i | 30.7
CCN1CCC2(CCN(Cc3cn[nH]c3-c3ccc(OC)c(F)c3)C2)C1 (stereo unspecified) | -2.5 | -5.1 | 8.4% | -4.9% | 8.9% | i | 0.4 | 0.5% | -4.3 | 958 | 0.3% | i | 55.5
Cc1ccc(S(=O)(=O)N2CCN(S(=O)(=O)c3ccc(C)cc3)C2c2ccccc2)cc1 | 16.4 | -19.5 | 10.3% | 5.7% | 3.4% | i | 1.3 | -1.0% | 0.2 | 1232 | 4.2% | i | 37.3
Cc1nnc2n1N=C(c1ccc(F)cc1F)CS2 | / | / | / | 5.0% | / | i | 0.7 | / | / | / | 1.7% | i | 36.1
CC(C)C1Oc2ccccc2N(CC(=O)N(Cc2ccncc2)Cc2ccco2)C1=O (stereo unspecified) | -0.2 | -6.9 | 7.5% | 2.5% | 2.9% | i | 1.0 | 0.7% | 2.6 | 1003 | 1.1% | i | 8.0
O=C(/C=C/NNC(=O)c1ccccc1)c1ccc(Br)cc1 | -13.3 | 3.6 | 9.5% | 13.1% | -7.8% | i | 0.4 | -0.4% | / | / | 2.2% | i | 60.2
O=C(NCc1ccco1)c1cc2ccccc2c(=O)o1 | 2.6 | 3.7 | 0.8% | 13.8% | 23.2% | i | 0.8 | 0.1% | -2.1 | 1408 | 0.8% | i | 57.3
S=c1[nH]nc(-c2ccc(Cl)cc2Cl)n1-c1ccccc1 | / | / | 3.4% | 0.5% | 3.9% | i | 1.3 | 0.2% | / | / | 1.3% | i | 42.0
COC(=O)Nc1ccc(SCC(=O)c2ccccc2)cc1 | 4.0 | -3.4 | -0.8% | 15.0% | 3.4% | i | 1.1 | 0.3% | -1.3 | 1123 | -0.3% | i | 51.8
Cc1occc1-c1nnc(SCC(=O)c2c(N)n(C3CC3)c(=O)[nH]c2=O)n1C | / | / | / | -3.0% | / | i | 1.1 | / | / | / | 0.4% | i | 50.0
COc1ccc(-c2ccc(F)cc2)cc1[C@H]1[C@H]2C=CC[C@@H](C)[C@@H]2C(=O)N1Cc1ccccc1 | / | / | -0.2% | 1.1% | -4.8% | i | 2.4 | 1.4% | -1.2 | 1137 | -1.8% | i | 46.1
COc1ccc(C2C(C(C)=O)=C(O)C(=O)N2c2ccc(O)cc2)cc1 (stereo unspecified) | / | / | 26.5% | 22.2% | -8.7% | i | 0.7 | 1.0% | / | / | 1.6% | i | 29.3
O=Cc1cccc(OCc2cccc3ccccc23)c1 | / | / | 21.4% | 12.0% | -1.2% | i | 0.0 | -0.5% | / | / | 0.8% | i | 24.7
CC(=O)CCc1c(C)[nH]c2ccccc2c1=O | -4.2 | 34.3 | 26.4% | -1.4% | -6.6% | i | 5.4 | -0.8% | / | / | 4.0% | i | 26.1
N#Cc1c(-c2ccccc2)cc(C2CC2)nc1N | 4.6 | -4.8 | 1.2% | 1.5% | -1.1% | i | 2.8 | 0.3% | -2.6 | 958 | 13.4% | i | 42.7
Cc1cc(NC(=O)CCCn2nc([N+](=O)[O-])cc2C)no1 | -14.6 | -0.6 | 8.6% | 4.3% | -4.6% | i | 0.5 | 0.9% | -0.7 | 1161 | 0.8% | i | 36.2
CCN(CC)S(=O)(=O)c1ccc(Br)c(OC)c1 | -31.5 | 0.3 | 1.1% | 9.1% | 6.8% | i | 0.8 | 1.3% | -0.7 | 1050 | 0.6% | i | 19.0
C=CCNc1nc(-c2ccccn2)nnc1-c1ccccc1 | 51.5 | 47.1 | -9.8% | 2.7% | 17.9% | i | 1.8 | ? | / | / | 3.5% | i | 4.7
CSc1ccc(/C=N/N2CCN(c3ccccc3)CC2)cc1 | 12.4 | -1.7 | 29.1% | -0.7% | 0.4% | i | 0.3 | 0.1% | -3.7 | 1054 | -0.3% | i | 47.4
CC(NS(=O)(=O)c1ccccc1)C(=O)NCc1ccco1 (stereo unspecified) | 17.1 | 8.2 | 18.3% | 11.8% | 0.3% | i | 2.1 | 0.3% | -3.0 | 1109 | -0.5% | i | 3.3
CCN(c1ccccc1)S(=O)(=O)c1cc([N+](=O)[O-])ccc1N | -16.0 | -22.2 | 0.9% | / | -1.0% | i | 0.3 | 0.1% | 0.4 | 1535 | 0.2% | i | 47.1
O=C(C1CCCO1)N1CCN(C(=S)Nc2ccccc2C(F)(F)F)CC1 (stereo unspecified) | 7.4 | -11.1 | 4.1% | -0.1% | -17.0% | i | 0.3 | / | 0.1 | 1141 | 0.4% | i | 13.9
O=C(NC1CCN(Cc2ccccc2)CC1)C12CC3CC(CC(C3)C1)C2 | -10.8 | 13.3 | 10.4% | 2.6% | -9.0% | i | 1.2 | -1.0% | -7.4 | 511 | 0.1% | i | 33.6
Cc1nnc(SCC(=O)Nc2sc3c(c2C#N)CCCCC3)n1N | -1.8 | -7.5 | 15.9% | 13.5% | -10.6% | i | 1.0 | 0.0% | -0.3 | 988 | 1.4% | i | 20.0

Source: PubChem (several laboratories)
